# TNAP inh no acc – human TNAP enzyme inhibitors, primary screen, biochemical, luminescent, no phosphate acceptor, uHTS | purified TNAP, CDP-star luminescence, 30 min | inhibition, % at 20 µM | 200,000 compounds, 0.26% hits;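 active means tissue-nonspecific alkaline phosphatase inhibition above about 50% at 20 µM in the single-dose screen, limit read from the data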;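 further: 0% = DMSO negative control and 100% = EDTA positive control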
# Target sequence (P05186 whole entry, looked up): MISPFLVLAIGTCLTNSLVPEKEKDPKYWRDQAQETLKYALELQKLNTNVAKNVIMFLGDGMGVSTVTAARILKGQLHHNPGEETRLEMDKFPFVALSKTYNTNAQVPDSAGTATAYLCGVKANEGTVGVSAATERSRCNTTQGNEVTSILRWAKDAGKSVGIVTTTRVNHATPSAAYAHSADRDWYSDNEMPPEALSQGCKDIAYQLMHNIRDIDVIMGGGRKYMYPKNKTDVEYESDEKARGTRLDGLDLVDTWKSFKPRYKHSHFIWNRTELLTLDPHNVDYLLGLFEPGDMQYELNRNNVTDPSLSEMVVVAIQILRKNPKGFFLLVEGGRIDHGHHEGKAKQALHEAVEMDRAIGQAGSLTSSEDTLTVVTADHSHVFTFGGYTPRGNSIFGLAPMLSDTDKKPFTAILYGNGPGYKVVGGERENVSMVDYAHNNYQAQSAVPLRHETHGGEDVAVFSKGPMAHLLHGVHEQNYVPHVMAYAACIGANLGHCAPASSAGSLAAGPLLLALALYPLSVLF
# TNAP act hi DEA – TNAP activators at high phosphate acceptor level, primary screen, biochemical, luminescence, uHTS; purified TNAP, CDP-star luminescence, 1 M DEA, 30 min; active compounds read high; 0 = EDTA background, 1 = DMSO-only activity; activation factor at 20 µM; AID 1136, 2008; 200,000 tested, under 10 active;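 active means activation factor at least 2 at 20 µM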
#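 Measured by: Luminescent substrate turnover signal | Test system: Human TNAP | Input: TNAP 1/800 final | Dosing: 20 µM single point | Schedule: 30 min, room temperature | Controls: EDTA wells as negative control, DMSO wells as positive control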
# bIAP inh – bovine intestinal alkaline phosphatase inhibitors, primary screen, selectivity assay for TNAP inhibitor project, biochemical, bovine IAP, CDP-star luminescence. AID 1019, 2008. purified bovine IAP, 30 min. 190,000 tested, under 10 active. alkaline phosphatase, intestinal [Bos taurus]. inhibition, % at 20 µM;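 active means over 50% inhibition of intestinal alkaline phosphatase at 20 µM in the single-dose screen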
#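 System: Purified bovine intestinal alkaline phosphatase (IAP) enzyme | Input: IAP diluted 1/65,000,000 in the well | Also added: CDP-star chemiluminescent phosphatase substrate, 30 µM final | Dosing: 20 µM single dose | Times: Enzyme reaction for 30 min at room temperature | Detection: Luminescence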
# TNAP inh hi DEA – human TNAP enzyme inhibitors, primary screen, biochemical, luminescent, high phosphate acceptor level, uHTS; Alkaline phosphatase, tissue-nonspecific isozyme (Homo sapiens), P05186; purified TNAP, CDP-star luminescence, 1 M DEA; inhibition, % at 20 µM; 200,000 compounds, 0.03% hits;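 active means over 50% inhibition of tissue-nonspecific alkaline phosphatase at 20 µM in the single-dose screen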;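 further: plate controls were DMSO wells for no effect and EDTA-quenched wells as full inhibition for full effect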
# Diaphorase inh – diaphorase inhibitors and chemical oxidizers, primary screen, counter-screen for diaphorase-coupled primary assays, biochemical, uHTS, resorufin fluorescence; inhibition, % at 20 µM; diaphorase resazurin-to-resorufin fluorescence, NADH, 16 min; bacterial (C. kluyveri) enzyme, not human; 190,000 compounds, 0.69% hits;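 active means primary screen inhibition at 20 µM above a set limit, cut at about 50% in these data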;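 further: plate controls were DMSO with full reaction for no effect and wells lacking NADH for full effect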
#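 material = Clostridium kluyveri diaphorase enzyme | amount = 0.14 U/mL diaphorase, enzyme working solution | schedule = incubation 16 min, room temperature | detection = fluorescence of resorufin formed from resazurin, Ex 544/Em 590 nm | benchmarks = positive control minus NADH, DMSO neutral control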
# Lmaj promast – Leishmania major promastigote growth inhibition, primary screen. 200,000 compounds, 9% hits. AID 1063, 2008. Leishmania major promastigotes, resazurin fluorescence viability. inhibition, % at 10 µM; in the data active means inhibition above about 50%;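 further: promastigotes grown with compound for 44 hours at 28 °C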
# Diaphorase act – compounds boosting diaphorase resazurin reduction – biochemical, uHTS, resorufin fluorescence, counter-screen for diaphorase-coupled primary assays, primary screen. Diaphorase/resazurin coupled assay, 16 min; active compounds read high; 1 = vehicle wells, 0 = NADH-free wells. AID 1229, 2008. activation factor at 20 µM. 190,000 compounds, 0.005% hits;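 active means diaphorase activity raised at least twofold by the compound at 20 µM; inactive means activation factor below 2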
#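 test system = bacterial diaphorase enzyme (C. kluyveri) | quantity = enzyme 0.07 U/mL final | reagent = NADH substrate 0.114 mM plus resazurin dye 0.1 mM, final | incubation = 16 min enzyme reaction, ambient temperature | buffer or medium = HEPES pH 7.4 buffer with MgCl2 and Tween 20 | signal = fluorescence of resorufin, 544 nm excitation, 590 nm emission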
# PMI activator – activators of human PMI, primary screen, biochemical, fluorescence intensity, near-Km mannose 6-phosphate | Mannose-6-phosphate isomerase (Homo sapiens), P34949 | purified human PMI, coupled resazurin fluorescence, 20 min; active compounds read high; 1 = vehicle control, 0 substrate-free wells | activation factor at 20 µM | 190,000 compounds, 0.005% hits | AID 1214, 2008;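 active means activation factor of 2 or more at 20 µM, relative to plate controls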
# Target sequence (P34949 whole entry, looked up): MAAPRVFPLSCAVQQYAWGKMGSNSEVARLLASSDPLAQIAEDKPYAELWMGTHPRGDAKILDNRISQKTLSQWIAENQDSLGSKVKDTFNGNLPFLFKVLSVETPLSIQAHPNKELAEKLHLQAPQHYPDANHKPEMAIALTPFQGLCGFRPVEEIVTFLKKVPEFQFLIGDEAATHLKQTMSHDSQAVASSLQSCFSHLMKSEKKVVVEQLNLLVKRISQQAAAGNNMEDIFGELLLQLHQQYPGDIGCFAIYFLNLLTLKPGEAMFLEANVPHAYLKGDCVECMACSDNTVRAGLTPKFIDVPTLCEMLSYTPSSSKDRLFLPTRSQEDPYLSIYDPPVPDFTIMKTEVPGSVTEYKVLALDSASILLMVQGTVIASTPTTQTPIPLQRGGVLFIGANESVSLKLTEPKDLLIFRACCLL
# PMI act hi M6P – human PMI activators, high substrate, primary screen, biochemical, fluorescence intensity, near-saturating mannose 6-phosphate | activation factor at 20 µM | 190,000 compounds, 0.34% hits | coupled PMI enzyme assay, resazurin fluorescence, 20 min; active compounds read high; 1 = untreated enzyme, 0 = substrate-free blank | Mannose-6-phosphate isomerase (Homo sapiens), P34949;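 active means activation factor of 2 or more at 20 µM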
#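 test system = human PMI in coupled enzyme assay | medium = HEPES-buffered pH 7.4 with magnesium and detergent | also added = 1.0 mM mannose-6-phosphate substrate with 0.22 mM NADP+ | compound = 20 µM single dose | times = 20 min incubation at room temperature | measured by = resorufin fluorescence (Ex 544/Em 590 nm) from resazurin via diaphorase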
# bIAP activator – bovine intestinal alkaline phosphatase activators, primary screen, biochemical, bovine IAP, CDP-star luminescence; 200,000 compounds, 0.17% hits; alkaline phosphatase, intestinal [Bos taurus]; activation factor at 20 µM; purified bovine IAP, 30 min; active compounds read high; fold of DMSO-control signal, blank-subtracted;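 active means activation factor of 2 or more at 20 µM, a signal rise over negative controls twice the positive control's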
# * hit, by the source's call.
SMILES,TNAP inh no acc,TNAP act hi DEA,bIAP inh,TNAP inh hi DEA,Diaphorase inh,Lmaj promast,Diaphorase act,PMI activator,PMI act hi M6P,bIAP activator
CCOc1ccc(NC(=O)c2nccnc2CO)cc1,-6,1,6,0,9,-2,0.9,0.9,0.9,0.9
COc1cccc(C(=O)Nc2ccc(C3CC3(Cl)Cl)cc2)c1 (stereo unspecified),-7,1,2,-4,19,1,0.8,0.8,0.8,1
CC1CCCCN1S(=O)(=O)c1ccc(NC(=O)c2cccc(-n3cnnn3)c2)cc1 (stereo unspecified),-3,1,15,-2,25,2,0.7,0.9,0.9,0.9
Cn1c(=O)c2c(nc(SCc3nc(N)nc(N4CCCCC4)n3)n2C)n(C)c1=O,-14,1.1,5,-6,16,-3,0.8,1,1,0.9
CCCn1c(SCC(=O)N2CCCc3ccccc32)nc2c1c(=O)n(C)c(=O)n2C,-11,1,-13,-4,-5,2,1.1,1.1,1.1,1.1
CNC(=O)C1C(=S)NC(N)=C(C#N)C1c1ccccc1 (stereo unspecified),-12,1,8,-3,44,3,0.6,0.5,0.7,0.9
CCc1ccc2c(CN3CCN(S(=O)(=O)c4ccc5c(c4)OCCO5)CC3)cc(=O)oc2c1,-6,1,0,1,10,26,0.9,1,1.1,1
O=C(c1ccc(CN2CCOCC2)cc1)N1CCN(c2ccccc2F)CC1,-18,1,7,-4,4,-6,1,1,1.1,0.9
O=C(/C=C/c1cccc([N+](=O)[O-])c1)NCc1ccc2c(c1)OCO2,-14,1,6,-3,15,-1,0.9,0.9,1,0.9
CCOC(=O)C1=C(c2ccccc2)Nc2c(c(=O)n(C)c(=O)n2C)C1c1ccc(O)c(OC)c1 (stereo unspecified),-8,1,14,-3,20,2,0.8,0.9,1,0.9
CCn1nnc(NC(=O)c2ccc(-c3ccccc3[N+](=O)[O-])o2)n1,-7,1,0,-4,15,7,0.9,1,0.8,1
CCOCCCNS(=O)(=O)c1ccc(Br)cc1,-5,1,7,2,11,1,0.9,0.9,0.9,0.9
Cc1ccc(NC(=S)Nc2ncccc2C)c(C)c1,6,1,44,0,16,10,0.8,0.9,0.9,0.6
Cc1cccc(/C(N)=N/OC(=O)c2ccc(Cl)cc2Cl)c1,-7,1,-3,-4,24,40,0.8,0.9,0.8,1
Cc1c(C2Nc3ccccc3C(=O)N2O)cnn1C (stereo unspecified),0,1,2,1,5,-2,0.9,1.5,1.7,1
CC1CN(C)C(C)C/C1=N/Oc1ccccc1[N+](=O)[O-] (stereo unspecified),-8,1,-7,-2,1,-3,1,0.9,0.6,1.1
C=CCn1c(N)c(C(=O)Nc2cccc(C)c2)c2nc3ccccc3nc21,-2,1,6,1,33,11,0.7,0.8,0.5,0.9
O=C(CCCc1nc2ccccc2s1)N1CCN(c2ccccc2F)CC1,-5,1,11,1,7,-7,0.9,1,1,0.9
CCCC(=O)Nc1ccc2c(c1)nc(CN1CCCC1)n2C,-13,1.1,16,-5,2,-5,1,1,1,0.8
Cc1occc1C(=O)N/N=C/C(Br)=C/c1ccccc1,-7,1,6,-4,6,3,0.9,1,1,0.9
Cc1cnc(NC(=O)C(C)N2C(=O)C3CC=CCC3C2=O)s1 (stereo unspecified),-15,1,0,0,13,-7,0.9,0.9,1,1
Cc1c(Cl)ccc2c(C(=O)NCCN3CCCCC3)cc(-c3ccccn3)nc12,14,0.9,-8,7,-22,79*,1.2,1.1,1.1,1.1
Cc1csc2ncc(C(=O)NC(C)c3ccccc3)c(=O)n12 (stereo unspecified),-11,1,13,-4,26,-4,0.7,0.8,0.8,0.9
O=C1c2ccccc2C2=Nc3ccccc3SC(c3ccccc3F)C12 (stereo unspecified),5,0.9,-1,9,11,98*,0.9,0.9,0.9,1
CCN(CC)C(=O)CN1C(=O)COCC1=O,-8,1,13,-2,8,-3,0.9,1,1,0.9
CCOC(=O)c1cc(-c2ccccc2)nn1-c1ccccn1,7,1,-10,-2,4,-7,1,0.9,1,1.1
CC(c1ccccc1)N1C(=O)NC(NC(=O)c2cccnc2)(C(F)(F)F)C1=O (stereo unspecified),-10,1,-10,0,-3,-6,1,1.1,1,1.1
CC(=O)c1cccc(N(CC(=O)O)S(C)(=O)=O)c1,1,1,7,-3,7,-4,0.9,0.9,1,0.9
O=c1c2ccccc2nc(-c2ccc(F)cc2)n1NCc1ccccc1O,-8,1,11,0,19,7,0.8,1,1,0.9
Cc1ccccc1-n1c(C)nnc1SCc1cc(=O)oc2ccc3ccccc3c12,13,1,3,-4,10,49,0.9,1.1,1,1
O=C(O)COc1ccccc1/C=N/Nc1ccc(S(=O)(=O)Nc2ccc(Cl)cc2)cc1[N+](=O)[O-],18,0.8,13,24,41,-15,0.6,0.9,1,0.9
CSc1nsc(N/N=C/c2ccccc2)c1C#N,-14,1,-11,1,8,-2,0.9,1.4,1.4,1.1
O=c1c2[nH]c3ccccc3c2ncn1CCN1CCCCC1,-10,1,0,-3,12,-1,0.9,1,1.1,1
CCCC(C(=O)NC1CCCC1)N(Cc1cccs1)C(=O)c1snc(C(N)=O)c1N (stereo unspecified),10,1,1,1,6,7,0.9,1,1.1,1
Cc1cc(C)c2c(CC(=O)NCCc3ccccc3)coc2c1,-12,1.1,-11,-5,11,-3,0.9,1,1,1.1
COc1ccc(CCN(Cc2ccccn2)C(=S)Nc2ccccc2C)cc1OC,-4,1,-2,-1,13,10,0.9,0.8,0.8,1
CC1CCCN(CCCOc2ccc(Br)cc2Cl)C1 (stereo unspecified),-10,1,9,-5,11,89*,0.9,1,1,0.9
CC(C)CSc1nc2ccccc2c(=O)[nH]1,-9,1,13,-2,20,-4,0.8,0.9,0.9,0.9
Cc1ccc(S(=O)(=O)Oc2ccccc2/C=N/NC(N)=S)cc1,-6,1,5,1,8,-3,0.9,0.9,1,1
O=C(c1cc(-c2ccccc2)on1)N1CCCc2ccccc21,-8,1.1,15,-8,-6,-5,1.1,1,0.9,0.8

# Pulled by compound from above:
SMILES,TNAP inh no acc,TNAP act hi DEA,bIAP inh,TNAP inh hi DEA,Diaphorase inh,Lmaj promast,Diaphorase act,PMI activator,PMI act hi M6P,bIAP activator
Cc1occc1C(=O)N/N=C/C(Br)=C/c1ccccc1,-7,1,6,-4,6,3,0.9,1,1,0.9
COc1ccc(CCN(Cc2ccccn2)C(=S)Nc2ccccc2C)cc1OC,-4,1,-2,-1,13,10,0.9,0.8,0.8,1
COc1cccc(C(=O)Nc2ccc(C3CC3(Cl)Cl)cc2)c1 (stereo unspecified),-7,1,2,-4,19,1,0.8,0.8,0.8,1
CC1CN(C)C(C)C/C1=N/Oc1ccccc1[N+](=O)[O-] (stereo unspecified),-8,1,-7,-2,1,-3,1,0.9,0.6,1.1
Cc1cccc(/C(N)=N/OC(=O)c2ccc(Cl)cc2Cl)c1,-7,1,-3,-4,24,40,0.8,0.9,0.8,1
O=C(c1ccc(CN2CCOCC2)cc1)N1CCN(c2ccccc2F)CC1,-18,1,7,-4,4,-6,1,1,1.1,0.9
CCOC(=O)C1=C(c2ccccc2)Nc2c(c(=O)n(C)c(=O)n2C)C1c1ccc(O)c(OC)c1 (stereo unspecified),-8,1,14,-3,20,2,0.8,0.9,1,0.9

# (further entries)
SMILES,TNAP inh no acc,TNAP act hi DEA,bIAP inh,TNAP inh hi DEA,Diaphorase inh,Lmaj promast,Diaphorase act,PMI activator,PMI act hi M6P,bIAP activator
CCOc1nc(C)cc(COC)c1C(N)=O,-2,1.1,-4,-6,-14,-4,1.1,1.2,1.2,1
Cc1nnc(NC(=O)c2ccc(S(=O)(=O)N3CCc4ccccc4C3)cc2)o1,-16,1,-25,-4,0,-6,1,1.3,1.4,1.3
CCCC(C)NC(=O)COc1ccc(S(=O)(=O)c2ccc(OCC(=O)NC(C)CCC)cc2)cc1 (stereo unspecified),-6,1.1,9,-8,-5,35,1,1.2,1.1,0.9
N#Cc1ccccc1OCC(=O)N1CCc2ccccc2C1,6,1,-7,-3,-5,-3,1,1.1,1.1,1.1
CCC(=O)Nc1ccc(Nc2ccccc2)cc1,2,1,10,-1,16,93*,0.8,0.9,0.9,0.9
Nc1nc(CCOc2ccc(F)cc2)cs1,2,1,8,-3,7,-2,0.9,1,1,0.9
Clc1ccccc1CSc1nncn1-c1cccnc1,-8,1,-16,-3,-10,6,1.1,1,1.1,1.2
Cc1cc(C)n(-c2n[nH]c(C)c2[N+](=O)[O-])n1,-7,1.1,5,-7,14,1,0.9,1,1,1
Cc1ccc(C(=O)COC(=O)c2ccncc2)cc1[N+](=O)[O-],-8,1,14,-3,10,-6,0.9,1.2,1.1,0.9
C=CCn1c(SCC(=O)Nc2c(C)cccc2C)nnc1-c1ccncc1,-11,1,7,-5,17,-5,0.8,0.9,1,0.9
CC1=C(C(=O)NCc2ccccc2)C(c2cccs2)NC(=S)N1 (stereo unspecified),-12,1.1,18,-10,20,0,0.8,1,1,0.8
O=C(NCC1CCCO1)C1CC(=O)N(c2ccc(F)c(Cl)c2)C1 (stereo unspecified),-15,1.1,15,-7,11,-10,0.9,1,1,0.9
O=c1[nH]cc(NCCNc2ncc(C(F)(F)F)cc2Cl)c(=O)[nH]1,-8,1,-12,-2,2,-5,1,1,0.9,1.1
C/C(CCc1ccccc1)=N\NC(=O)C(=O)Nc1cccc(Cl)c1,2,1,-6,1,15,6,0.8,1.2,1.2,1.1
COc1ccccc1-c1cc2nc(C)c(CCC(=O)NC(C)CCc3ccco3)c(C)n2n1 (stereo unspecified),-10,1,-5,-5,18,98*,0.8,1,1,1

# Assay outcomes deposited in PubChem BioAssay by several laboratories.
